Screening data as filed in PubChem.
CCT chaperon mod: High-Throughput Screening for Modulators of Cytosolic Chaperonin Activity | purified chaperonin ATPase assay, HTRF ADP detection, 30 min | activity change, % (test concentration not listed), hits read low | 0.3% of 360,000 active; in the data active = activity change below about -30%; also: % is scaled to controls: 0 for no effect and ±100 for the full control effect
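First, chaperonin was dispensed at 40 nM or 20 nM final depending on batch activity. Next, compounds were pinned at 76 uM and ATP added at 10 uM. After 30 min at 37 °C, ADP detection reagents ran 30 min at ambient temperature.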
PLK1 PBD block: qHTS for Inhibitors of PLK1-PDB (polo-like kinase 1 - polo-box domain): Primary Screen; AID 720504, 2013; Potency, µM, for inactives: max response, negative = inhibition, most hits filed as inhibitors; 2.8% of 360,000 active; Serine/threonine-protein kinase PLK1 (Homo sapiens), P53350; Plk1 PBD binding of FITC phosphopeptide, fluorescence polarization; also: potency is read from the fitted curve at half-maximal effect; series mostly up to about 57 µM; % is scaled to controls: 0 for no effect and ±100 for the full control effect; nearly all actives have a fitted effect of over 65% in size
EPAC1 antagonist: qHTS for Antagonist of cAMP-regulated guanine nucleotide exchange factor 3 (EPAC1): primary screen; Potency, µM (titrated, usually from 115 µM), for inactives: at the top dose activity change, negative = inhibition, hits mostly inhibitors; EPAC1 GEF assay, Rap1b-BODIPY-GDP exchange fluorescence; Rap guanine nucleotide exchange factor 3 (Homo sapiens), O95398; 0.14% of 360,000 active;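 also: potency is read from the fitted curve at half-maximal effect; plate controls were vehicle for no effect and positive control for full effect; nearly all actives have a fitted effect of over 50% in size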
Target sequence (O95398 whole entry, looked up): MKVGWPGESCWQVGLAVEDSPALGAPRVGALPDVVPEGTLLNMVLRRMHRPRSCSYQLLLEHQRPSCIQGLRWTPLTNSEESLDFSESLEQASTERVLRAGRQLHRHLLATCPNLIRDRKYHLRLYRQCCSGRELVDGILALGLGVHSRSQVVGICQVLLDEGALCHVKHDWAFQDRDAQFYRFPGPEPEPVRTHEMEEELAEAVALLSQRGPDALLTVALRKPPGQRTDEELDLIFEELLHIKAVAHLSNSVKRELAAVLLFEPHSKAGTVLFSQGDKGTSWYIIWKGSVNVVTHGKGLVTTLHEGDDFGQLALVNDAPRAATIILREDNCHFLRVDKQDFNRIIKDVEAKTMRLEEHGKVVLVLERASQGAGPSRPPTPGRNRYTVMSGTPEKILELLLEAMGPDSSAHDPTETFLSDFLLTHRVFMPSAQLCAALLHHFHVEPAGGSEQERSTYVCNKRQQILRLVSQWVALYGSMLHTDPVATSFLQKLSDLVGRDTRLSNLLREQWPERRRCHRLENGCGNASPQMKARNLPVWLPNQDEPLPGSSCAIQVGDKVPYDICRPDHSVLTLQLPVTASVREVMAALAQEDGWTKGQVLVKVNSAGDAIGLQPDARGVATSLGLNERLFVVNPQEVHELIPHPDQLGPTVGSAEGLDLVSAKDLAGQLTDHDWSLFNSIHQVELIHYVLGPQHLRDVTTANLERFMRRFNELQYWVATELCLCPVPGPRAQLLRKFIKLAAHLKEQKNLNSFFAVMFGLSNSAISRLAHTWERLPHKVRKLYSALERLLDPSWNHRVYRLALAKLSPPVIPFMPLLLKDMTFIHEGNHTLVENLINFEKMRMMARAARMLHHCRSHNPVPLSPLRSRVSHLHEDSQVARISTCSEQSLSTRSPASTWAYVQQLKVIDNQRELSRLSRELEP
PI5P4Ka inh: qHTS for Inhibitors of phosphatidylinositol 5-phosphate 4-kinase (PI5P4K). Phosphatidylinositol 5-phosphate 4-kinase type-2 alpha (Homo sapiens), P48426. PI5P4Kalpha enzyme, ADP-Glo luminescence, 60 min; stronger effect = lower value. max response, %. 1.2% of 330,000 active. AID 652105, 2013; active = max response of -50% or lower; inconclusive = between -30% and -50%; inactive = -30% or higher; also: value at the top dose of about 77 µM; % is scaled to controls: 0 for no effect and ±100 for the full control effect
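Compounds were pin-transferred onto PI5P4Kalpha and substrate in HEPES pH 7.4 buffer with EGTA, CHAPS and 5% DMSO. ATP (5 microM final) started the reaction, which ran 60 minutes at room temperature before ADP-Glo detection.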
Mm-Cpn inhibitor: Inhibitors of TCP-1 ring complex (TRiC) of Methanococcus maripaludis (MmCpn): qHTS; 0.031% of 330,000 active; Potency, µM (highest dose often 76.9 µM), inactives show top-dose activity, negative = inhibition, most hits filed as inhibitors; purified Mm-Cpn ATPase, ADP Transcreener TR-FRET; also: potency is read from the fitted curve at half-maximal effect; % is scaled to controls: 0 for no effect and ±100 for the full control effect; nearly all actives have a fitted effect of over 80% in size
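Eu-cryptate anti-ADP/ADP-d2 competition gives a ratio inversely related to ADP. Enzyme at 25 nM was pre-exposed to compound for 10 min, then given 10 uM ATP for 30 min, 37°C throughout.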
EPAC2 antag: qHTS for Antagonist of cAMP-regulated guanine nucleotide exchange factor 2 (EPAC2): primary screen | Potency, µM (top dose mostly 114 µM), for the others: at the top dose activity, negative = inhibition, most hits filed as inhibitors | EPAC2 GEF exchange of Rap1B-BODIPY-GDP, fluorescence | AID 720708, 2013 | 0.18% of 360,000 active | Rap guanine nucleotide exchange factor 4 (Homo sapiens), Q8WZA2; also: potency is read from the fitted curve at half-maximal effect; % is scaled to controls: 0 for no effect and ±100 for the full control effect; nearly all actives have a fitted effect of over 45% in size; many of its hits are not listed in these tables
EPAC1 ag: qHTS for Agonist of cAMP-regulated guanine nucleotide exchange factor 3 (EPAC1): primary screen | EPAC1 agonist qHTS, biochemical assay; response scale: 100% = response to 6.5 mM cAMP | Potency, µM (titrated, usually from 154 µM), for the others: at the top dose activation, actives largely listed as activators | 0.073% of 360,000 active; also: potency is read from the fitted curve at half-maximal effect; nearly all actives have a fitted effect of over 60% in size
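EPAC1 100 nM, Rap1B–BODIPY-GDP 250 nM, unlabeled GDP 50 uM; compound titration; 5 min RT; kinetic read ex480/em540 at 5-min intervals ×30 min; data normalized to 6.5 mM cAMP agonist control.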
WRN inhibitor: qHTS for Inhibitors of WRN Helicase. 0.46% of 360,000 active. Bifunctional 3'-5' exonuclease/ATP-dependent helicase WRN (Homo sapiens), Q14191. WRN helicase unwinding, fluorescent forked duplex, kinetic. AID 651768, 2012. Potency, µM (doses to about 114 µM), without a hit: top-dose activity change, negative = inhibition, actives largely listed as inhibitors; also: potency is read from the fitted curve at half-maximal effect; % is scaled to controls: 0 for no effect and ±100 for the full control effect; nearly all actives have a fitted effect of over 55% in size
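Enzyme (20 nM final) and test compound sit together 15 min at room temperature before substrate addition. Substrate is a single-forked duplex oligonucleotide (100 nM) labelled with fluorophore and quencher, with 2 mM ATP; helicase unwinding raises red fluorescence, read kinetically.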
* marks the source's active call; other numbers are inactive results; ? = inconclusive; . = not tested or not shown; [ ] = another dose, or the depositor's remark. Unless noted, calls follow the shape of the dose curve; as a rule, active = well fitted curve in the direction sought with a large enough effect; inconclusive = small, poorly fitted or top-dose-only effect, or another doubt; inactive = no such curve, though single readings can be large; an effect the other way counts as inactive or inconclusive. Not all compounds are listed, so the mix of outcomes need not match the whole.

canonical_smiles	CCT chaperon mod	EPAC1 ag	Mm-Cpn inhibitor	PI5P4Ka inh	EPAC1 antagonist	WRN inhibitor	PLK1 PBD block	EPAC2 antag
CN(Cc1cccs1)c1ncnc2sccc12	0.7	4%	-4%	-4	-24%	-2%	-6%	-7%
O=C(c1ccc(CS(=O)(=O)c2ccc(Br)cc2)o1)N1CCN(c2ccccn2)CC1	-4.9	-19%	-1%	3	2%	-2%	?	-4%
Cc1onc(-c2ccccc2Cl)c1C(=O)Nc1ccc(-c2cn3cccnc3n2)cc1	0.0	12%	-2%	.	-1%	6%	-6%	4%
COC(=O)C1CC(O)CN1C(=O)NC1CCCCC1 (stereo not given)	-0.5	-3%	-1%	0	9%	6%	-9%	1%
CN1CCN(C(=O)CCC(=O)c2ccc(F)cc2)CC1	0.8	6%	1%	-5	0%	-7%	-2%	-5%
CCNC(=O)c1oc2c(c1C)C(=O)CC(C)(C)C2	-0.7	0%	0%	0	-11%	4%	-5%	-1%
CCC(=O)N1CCc2cc(S(=O)(=O)N3CCN(c4ccccc4)CC3)ccc21	-1.8	2%	-2%	0	-6%	-3%	-2%	-15%
C[C@@H]1CCCCO[C@H](CN(C)C)[C@H](C)CN([C@@H](C)CO)C(=O)c2cc(NC(=O)Nc3ccc(C(F)(F)F)cc3)ccc2O1	-1.4	19%	.	10	6%	2%	-13%	4%
Cc1ccc(C2CN(CCC(N)=O)C(=O)CO2)cc1 (stereo not given)	1.3	4%	3%	-2	-1%	4%	-3%	17%
COc1ccc(OC)c(NC(=O)CSc2nncc(=O)n2N)c1	-4.9	5%	-3%	0	-8%	?	-19%	-2%
CS(=O)(=O)c1ccc(-c2cc(NC=O)c3ncc(-c4ccc(F)cc4)n3c2)cc1	-0.3	-5%	.	-27	-23%	-10%	-10%	2%
Cc1cc(C)c2cc3c(ccn3C3OC[C@H](O)[C@H](O)[C@H]3O)cc2n1 (stereo not given in full)	0.6	10%	-2%	-13	-12%	-11%	?	-3%
O=C(O)C1(Cc2nc3ccccc3[nH]2)CCCC1	-1.3	-5%	2%	-2	-1%	1%	-13%	-2%
CCNC(=S)Nc1ccc(OCc2nc3ccccc3s2)cc1	0.7	-22%	1%	-27	?	-36%	9.5µM*	3%
CCC1Cc2c(nc(N)c3c(N)nc(N4CCOCC4)c(C#N)c23)O1 (stereo not given)	0.8	2%	-11%	1	?	-3%	-4%	-6%
CCOC(=O)C1=C(C)OC(N)=C(C#N)C1c1cc(Cl)c(OCC(N)=O)c(OC)c1 (stereo not given)	-13	0%	.	-3	-14%	1%	-11%	-1%
CCOc1ccccc1C(=O)NC(C(=O)Nc1cccnc1)C(C)C (stereo not given)	0.0	10%	1%	-4	-2%	-3%	2%	6%
N#Cc1c(N2CCOCC2)nc(N)c2c(N)nc3c(c12)CC(CCl)O3 (stereo not given)	-0.8	-2%	-8%	-18	-19%	-13%	-12%	-5%
CCCCNC(=O)CCn1c(=O)c2ccccc2n(CC(=O)NCCc2ccc(OC)c(OC)c2)c1=O	0.7	0%	2%	-1	-13%	-2%	-2%	0%
COc1cc(/C=C(/NC(C)=O)C(=O)O)cc(Cl)c1OCc1ccc(Br)cc1	0.1	8%	0%	1	-7%	6%	-25%	-6%
CCc1nnc(NC(=O)CCC(=O)N2CCN(Cc3ccc(Cl)cc3)CC2)s1	-3.5	1%	0%	-6	-4%	14%	-9%	-3%
Cc1cc(C)nc(SCC(=O)c2ccc(F)cc2F)n1	-1.9	11%	3%	3	8%	-6%	1%	?
COC(=O)NNC(=O)CCCOc1ccc(Cl)cc1Cl	-3.5	1%	2%	-4	-1%	11%	-4%	7%
CC(C)NC(=O)CSCc1cccc(Br)c1	-0.6	5%	-1%	.	1%	-3%	-5%	0%
COCCNC(=O)c1c(CSc2ccc(Cl)cc2)noc1C(=O)NCc1ccccc1	-1.9	-3%	.	15	-26%	-2%	-17%	-10%
O=C(NCc1ccco1)Nc1ccc2snnc2c1	-3.8	13%	2%	4	-21%	-7%	-8%	-4%
Cc1ccccc1N1C(=O)CSC1=C(C#N)C#N	0.9	5%	1%	-11	-16%	-22%	-2%	1%
Cc1ccccc1NC(=O)c1ccccc1NS(=O)(=O)c1cccc2cccnc12	-0.1	-1%	1%	4	-3%	1%	-7%	-1%
NS(=O)(=O)c1cccc(NC(=O)c2ccc3nc[nH]c3c2)c1	-3.1	-5%	-1%	?	-6%	?	3%	-4%
CCN1C(=O)N[C@@H](c2ccco2)C(C(=O)OC)=C1C	-2.4	3%	.	1	-13%	14%	-11%	7%
CCCOc1ccc(Cc2nc(N)nc(N)n2)cc1	-0.2	4%	0%	.	4%	-3%	-7%	-5%
Cc1ccc(Cl)cc1-n1c(=O)cc(N2CC(C)OC(C)C2)[nH]c1=O (stereo not given)	0.1	-9%	1%	.	-2%	-2%	-2%	4%
CS(=O)(=O)N(Cc1ccccc1)c1ccc(C(=O)NCCSCc2ccco2)cc1	-1.7	18%	-4%	-15	-10%	0%	-14%	-4%
Cc1cccc(N2CCN(S(=O)(=O)c3c(C(=O)N4CCCCC4)c(C)n(C)c3C)CC2)c1C	0.2	5%	-5%	3	2%	-1%	?	-14%
CCCCCCNc1nc(-c2ccc(OC)cc2)c(CCC(=O)O)s1	0.2	-10%	-4%	2	-10%	-21%[57.1 µM]	?	13%
COCCCNC(=O)CCCn1c(=O)c2ccccc2n(CC(=O)Nc2c(C)cccc2C)c1=O	0.6	-4%	-3%	-6	5%	5%	0%	8%
CCOC(=O)N1CCN(C(=O)C[C@@H]2C[C@@]3(C(=O)OC)CC(C)(C)CC=C3N(Cc3ccccc3)C2=O)CC1	.	0%	.	3	14%	-1%	-6%	-7%
COc1ccccc1Oc1ccc(NC(=O)Cc2ccccc2)cc1	1.6	-13%	.	3	-12%	3%	0%	2%
Cc1csc(SCC(=O)NC(C)c2ccccc2)n1 (stereo not given)	1.6	-2%	1%	3	-18%	-1%	-6%	-2%
Oc1ccc(-c2nnc(SCc3ccccc3)o2)cc1	-0.6	9%	0%	-6	-8%	4%	-6%	-7%
Cc1cc(C)n(-c2ccc3nnc(C)n3n2)n1	2.6	1%	-20%	4	1%	-4%	2%	7%
COc1cccc(C(=O)Nc2ccc3nc4n(c(=O)c3c2)CCCCC4)c1	-0.5	2%	.	3	-3%	-1%	-2%	0%
COc1ccc(CNC(=O)Cn2nnc3ccccc3c2=O)cc1	0.0	3%	3%	5	-16%	0%	3%	10%
CCOC(=O)C1Cc2ccccc2CN1 (stereo not given)	-4.5	7%	1%	.	-9%	-5%	-6%	-1%
CCCCNC(=O)O[C@H]1C[C@@H]2CCN3C(=O)CCC[C@H]([C@H]1CC)[C@H]23	-0.1	3%	-1%	0	-4%	-6%	-2%	0%
NC(=O)CCC(=O)N1CCCC(C(=O)c2ccc3c4c(cccc24)CC3)C1 (stereo not given)	-0.9	-2%	-1%	-2	2%	4%	-12%	-3%[57.1 µM]
O=C(CN(c1ccc([N+](=O)[O-])cc1)S(=O)(=O)c1ccccc1)N1CCCCC1	0.5	-8%	-2%	-2	-14%	0%	4%	3%
COc1cc(C(=O)NCC(=O)OCC(=O)Nc2nnc(-c3ccccc3)o2)cc(OC)c1OC	-0.6	-3%	0%	-5	9%	-8%	1%	-3%
CS(=O)(=O)c1ccc2nc(NC(=O)c3ccc(N4C(=O)CCC4=O)cc3)sc2c1	1.2	-18%	0%	2	-24%	-16%	-10%	29%
Cc1ccc2[nH]c(C(=O)O)c(NC(=O)CN3CCN(c4cccc(C)c4C)CC3)c2c1	1.7	-15%	0%	3	11%	-33%[57.1 µM]	-28%	1%

Two records drawn at random from the list so far:
canonical_smiles	CCT chaperon mod	EPAC1 ag	Mm-Cpn inhibitor	PI5P4Ka inh	EPAC1 antagonist	WRN inhibitor	PLK1 PBD block	EPAC2 antag
Cc1cccc(N2CCN(S(=O)(=O)c3c(C(=O)N4CCCCC4)c(C)n(C)c3C)CC2)c1C	0.2	5%	-5%	3	2%	-1%	?	-14%
Cc1ccc(Cl)cc1-n1c(=O)cc(N2CC(C)OC(C)C2)[nH]c1=O (stereo not given)	0.1	-9%	1%	.	-2%	-2%	-2%	4%

The list goes on.
canonical_smiles	CCT chaperon mod	EPAC1 ag	Mm-Cpn inhibitor	PI5P4Ka inh	EPAC1 antagonist	WRN inhibitor	PLK1 PBD block	EPAC2 antag
COc1ccc(CC(=O)Nc2ccc(F)c(F)c2F)cc1S(=O)(=O)N1CCOCC1	0.3	-2%	1%	-4	-10%	-12%	-2%	3%
Cc1ccc(Cl)cc1NC(=O)CCNC(=O)N1CC(=O)Nc2ccccc21	-1.3	3%	-1%	-1	23%	0%	1%	2%
CCOC(=O)C1=C(N)N(c2ccc(N3CCCCC3)cc2)C(=O)C1	-0.7	6%	-1%	-7	16%	8%	-1%	15%
O=C(NC1CCSc2ccccc21)c1cccc(Br)c1 (stereo not given)	1.0	1%	1%	-1	5%	12%	-1%	0%
Cc1ccc(CN2CC(C(=O)N3CCN(c4ccccc4Cl)CC3)CC2=O)cc1 (stereo not given)	0.2	-3%	0%	2	13%	2%	-4%	-17%
C=CCNC(=O)c1ccccc1NC(=O)c1ccc(Cl)c(S(=O)(=O)Nc2cc(C)ccc2C)c1	-1.0	13%	-7%	.	-12%	-9%	-6%	-1%
c1ccc(C2c3c(ccc4ccccc34)Oc3ncn4nc(-c5ccco5)nc4c32)cc1 (stereo not given)	-2.4	-2%	-2%	-3	11%	14%	-8%	14%
O=C1CC(c2ccco2)Sc2nc3ccccc3n21 (stereo not given)	1.3	-10%	-1%	?	6%	?	-6%	-21%
Cc1nc(N2CCOCC2)nc(Oc2ccccc2)c1[N+](=O)[O-]	-0.8	-3%	1%	0	-11%	-5%	-12%	-27%
